MOR-DOR ag – agonists of OPRM1-OPRD1 heterodimerization, primary screen, cell-based, luminescence; cells; activation, % at 9.3 µM; 0.3% of 340,000 active; AID 504326, 2011; in the data active means activation above about 18%;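 further: 0% = vehicle-treated cells and 100% = reference agonist; values of inactives mirror those of a sister screen read the other way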
Target sequence (P35372 whole entry, looked up): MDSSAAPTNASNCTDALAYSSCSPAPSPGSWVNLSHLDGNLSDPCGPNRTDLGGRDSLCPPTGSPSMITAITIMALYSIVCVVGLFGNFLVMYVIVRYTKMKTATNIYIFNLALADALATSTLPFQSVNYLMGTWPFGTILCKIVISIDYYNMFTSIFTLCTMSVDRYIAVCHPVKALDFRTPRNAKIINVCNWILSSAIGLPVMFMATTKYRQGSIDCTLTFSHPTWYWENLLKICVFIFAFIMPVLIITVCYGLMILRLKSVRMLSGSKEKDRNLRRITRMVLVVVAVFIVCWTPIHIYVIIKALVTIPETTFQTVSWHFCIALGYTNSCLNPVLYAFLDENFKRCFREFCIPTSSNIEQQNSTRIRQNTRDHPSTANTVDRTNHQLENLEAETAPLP
Target sequence (P41143 whole entry, looked up): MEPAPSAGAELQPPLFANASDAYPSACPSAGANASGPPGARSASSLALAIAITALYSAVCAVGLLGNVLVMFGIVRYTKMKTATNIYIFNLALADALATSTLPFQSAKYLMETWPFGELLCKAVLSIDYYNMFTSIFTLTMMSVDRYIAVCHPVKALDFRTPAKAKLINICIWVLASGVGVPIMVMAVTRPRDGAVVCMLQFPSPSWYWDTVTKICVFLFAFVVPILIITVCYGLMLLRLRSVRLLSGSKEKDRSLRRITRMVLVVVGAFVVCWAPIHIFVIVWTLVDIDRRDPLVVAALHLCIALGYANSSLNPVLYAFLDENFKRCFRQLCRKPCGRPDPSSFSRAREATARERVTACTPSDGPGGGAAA
V-ATPase pH – regulators of yeast V-ATPase proton pumping, primary screen, pHLuorin cytosolic pH fluorescence. S. cerevisiae. 0.37% of 350,000 active. response, % at 10 µM. AID 504577, 2011; in the data active means response mostly above about 7.3%, no sharp cut-off; inactive means mostly below about 5.4%; further: actives read high; inactives centre near 0; some compounds called inactive have numbers as strong as hits; reference of the scale not given here
HTR5A ag – HTR5A agonists in luminescence cell assay, primary screen, counter-screen for OPRM1-OPRD1 heterodimer agonist project, full-deck HTS | 5-hydroxytryptamine receptor 5A (Homo sapiens), P47898 | cell-based | activation, % at 9.3 µM | 0.61% of 340,000 active | AID 504692, 2011; in the data active means activation mostly above about 9.5%, no sharp cut-off; inactive means mostly below about 7.6%;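 further: 0% = cells with vehicle only and 100% = reference agonist; strong numbers were not always called active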
MOR-DOR inv ag – inverse agonists of MOR-DOR heterodimerization, primary screen, cell-based, luminescence; Mu-type opioid receptor (Homo sapiens) + Delta-type opioid receptor (Homo sapiens), …; cell-based MOR-DOR heterodimer luminescence, inverse agonism; inhibition, % at 9.3 µM; 0.21% of 340,000 active; in the data active means inhibition above about 22%, passing the limit was not always enough;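 further: 0% = cells with DMSO and 100% = wells without cells with DMSO; values of inactives mirror those of a sister screen read the other way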
Keap1 Nrf2 FP – Keap1-Nrf2 protein-protein interaction inhibitors, primary screen, biochemical, fluorescence polarization, single point. Kelch-like ECH-associated protein 1 (Homo sapiens), Q14145. Keap1 Kelch-Nrf2 peptide fluorescence polarization, 1536-well. inhibition, % at 9.4 µM. 0.15% of 340,000 active; in the data active means inhibition above about 12%;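 further: human Keap1 Kelch domain with fluorescein labeled Nrf2 9mer peptide probe; 0% = neutral control wells and 100% = peptide positive control; higher means more block of Keap1 binding to Nrf2 peptide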
C-LANA FP – inhibitors of KSHV C-LANA binding to DNA, primary screen, biochemical, fluorescence polarization, FAM-LBS DNA, MBP-C-LANA, single point. Kaposi's sarcoma herpesvirus LANA C-terminal domain (residues 932-1162) DNA binding. inhibition, % at 9 µM. 0.078% of 340,000 active. AID 504423, 2011;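 active means highest replicate inhibition at or above 60% at 9 µM, even if other replicates fall short; inactive means all replicates below 60% inhibition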;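 further: 0% = neutral control wells and 100% = 4 µM acridine orange control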
RTF Ca sens inh – cardiac RTF calcium sensitivity inhibitors, primary screen, biochemical, IANBD-TnC fluorescence, EC70 calcium. IANBD-labeled cardiac RTF, Ca2+ fluorescence. 0.12% of 340,000 active. inhibition, % at 7.15 µM. Troponin I, cardiac muscle (Homo sapiens) + Troponin T, cardiac muscle (Homo sapiens) + …;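 active means inhibition above the mean inhibition of all tested compounds plus 3 SD, cut at about 17% in these data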;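 further: assay run at fixed EC70 calcium of 1.6 mM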
HTR5A inv ag – HTR5A inverse agonists in luminescence cell assay, primary screen, counter-screen for OPRM1-OPRD1 heterodimer inverse agonist project, full-deck HTS; HTR5A cell line, inverse agonism; inhibition, % at 9.3 µM; 0.083% of 340,000 active; AID 504634, 2011; in the data active means inhibition mostly above about 23%, no sharp cut-off; inactive means mostly below about 18%;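 further: 0% = cells with DMSO and 100% = no-cell wells with DMSO; some compounds called inactive have numbers as strong as hits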
RTF Ca sens act – cardiac RTF calcium sensitivity activators, primary screen, biochemical, IANBD-TnC fluorescence, EC20 calcium; AID 493008, 2010; Troponin I, cardiac muscle (Homo sapiens) + Troponin T, cardiac muscle (Homo sapiens) + …; IANBD-labeled TnC RTF fluorescence at EC20 calcium; 0% EC20 calcium, 100% full calcium; 0.24% of 340,000 active; activation, % at 7.2 µM;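 active means activation above the mean over all tested compounds plus 3 SD, cut at about 30% in these data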;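 further: rise in fluorescence read as greater calcium sensitivity of cardiac thin filaments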
CAL PDZ FP – untagged CAL PDZ binding inhibitors, primary screen, biochemical, fluorescence polarization, HTS. Golgi-associated PDZ and coiled-coil motif-containing protein (Homo sapiens), Q9HD26. 0.92% of 300,000 active. purified CAL PDZ, TMR-peptide fluorescence polarization, 1 h. inhibition, % at 24.9 µM;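 active means mean inhibition of at least 30% with at least half of replicates also reaching 30%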;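 further: 0% = DMSO neutral control and 100% = excess unlabeled competitor peptide PRC23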
* = called active by the depositor; . = no result given.

SMILES | MOR-DOR ag | V-ATPase pH | HTR5A ag | MOR-DOR inv ag | Keap1 Nrf2 FP | C-LANA FP | RTF Ca sens inh | HTR5A inv ag | RTF Ca sens act | CAL PDZ FP
Cc1ccc(N2C(=O)c3ccccc3NC2C(C)Cc2ccc3c(c2)OCO3)cc1 (stereo not drawn) | 6.7 | -2 | -5 | -29 | -5 | 0.9 | -1 | 14 | -4 | -1
COc1cc(NS(=O)(=O)c2ccc(NC(=S)NC(=O)c3ccc(F)cc3)cc2)nc(OC)n1 | 0.1 | 0 | 5 | -1 | 0 | 0.8 | -6 | -15 | -4 | -4
O=C(CN(Cc1ccccc1F)S(=O)(=O)c1ccc(Cl)cc1)NCC1CCCO1 (stereo not drawn) | -1.0 | -5 | 0 | 5 | -4 | -1.8 | -7 | 1 | -6 | -3
COc1ccc2nc(NC(=S)N(C)C)sc2c1 | 1.3 | -3 | 5 | -7 | -4 | -1.4 | -3 | -5 | 1 | .
CC(=O)Nc1ccc(S(=O)(=O)NCC(=O)OCc2ccccc2)cc1 | -1.6 | -3 | -3 | 8 | 0 | -0.2 | -1 | -6 | 8 | -3
COc1ccc(NC(=O)COC(=O)C2CC3C=CC2C3)cc1 (stereo not drawn) | -0.1 | -1 | -1 | 1 | -1 | -0.9 | -8 | 3 | 0 | -2
O=[N+]([O-])c1cc(S(=O)(=O)N2CCCCCC2)ccc1Cl | 4.3 | -10 | 2 | -25 | -4 | 0.4 | -2 | -5 | -4 | 0
CN(C)S(=O)(=O)c1ccc(Cl)c(C(=O)NCc2ccco2)c1 | -0.9 | -5 | 4 | 5 | -5 | 2.7 | -2 | 4 | 1 | 4
COc1cccc(CNc2nc3ccccc3n2CCN2CCCCC2)c1 | . | 0 | . | . | 2 | -1.4 | -9 | . | 1 | -4
CC1CCN(c2ccc(NC(=O)Cc3ccccc3)cc2)CC1 | 0.8 | 2 | -4 | -4 | -5 | 0.2 | -11 | 11 | 8 | 1
CCOC(=O)N1N=C(CC)CC1(O)C(F)(F)F (stereo not drawn) | -1.1 | -2 | 0 | 6 | -2 | 1.5 | -7 | -6 | 14 | -1
O=C(CSc1nc(C2CC2)nc2ccccc12)N1c2ccccc2Sc2ccccc21 | -2.6 | -4 | -5 | 12 | -1 | 0.8 | 1 | 10 | -1 | .
CCc1nc2ccccc2c(=O)n1/N=C/c1ccc(Cl)cc1 | 2.1 | -1 | -1 | -11 | -1 | -2.1 | -7 | 6 | 5 | -4
CC(C)OC(=O)CC12CN3CC(CC(=O)OC(C)C)(CN(C1)C(=O)c1ccccc1C3=O)C2=O | -2.4 | 7 | 12 | 13 | 1 | -0.1 | -6 | -33 | 0 | -4
O=C(NCc1ccc2c(c1)OCO2)c1ccccc1Cl | -1.4 | 6 | 5 | 7 | 1 | 0.6 | -3 | 17 | 6 | -8
O=C(c1ccc(N2CN(C(=O)c3ccco3)c3nc4ccccc4nc32)cc1)N1CCOCC1 | 1.2 | 9 | -2 | -8 | -3 | -1.4 | -12 | 6 | 10 | -1
Cc1ccc(C(C)NC(=O)C2CCCO2)cc1C (stereo not drawn) | -0.3 | -8 | -6 | 2 | -6 | 2.9 | -1 | 6 | -4 | 1
CCOc1ccc(-n2nc(C(=O)NC3CCCCC3)c3ccccc3c2=O)cc1 | 0.1 | -1 | 4 | 0 | -7 | -0.7 | -8 | 7 | 4 | -3
COc1cc(OC)cc(C(=O)N2CCN(Cc3ccc4c(c3)OCO4)CC2)c1 | -3.0 | 2 | -2 | 15 | 2 | 0.0 | 4 | 5 | -1 | 0
O=c1oc(-c2ccco2)nc2sc3c(c12)CCCCC3 | 3.7 | 1 | 3 | -17 | . | . | -4 | 12 | -7 | -3
Cc1ccc(-c2nc3ccccc3c(=O)n2CCCn2ccnc2)cc1 | 0.6 | -1 | 8 | -4 | -2 | 1.9 | -7 | 1 | -2 | -2
COC(=O)C1=C(C)N=C2SC(C)C(=O)N2C1c1ccc(C(=O)OC)cc1 (stereo not drawn) | -0.8 | -2 | -2 | 5 | -3 | 0.7 | -4 | -24 | 3 | -1
CN(Cc1ccccc1)C(=O)COC(=O)c1ccc2ccccc2n1 | -2.6 | -2 | 0 | 14 | -3 | 0.7 | 2 | -7 | 2 | -8
CC(C)(C)c1cc(CN2CCC(O)CC2)cc(C(C)(C)C)c1O | -1.9 | 5 | 7 | 11 | 3 | -0.4 | -23 | -19 | 10 | 4
O=c1c2c3c(sc2ncn1/N=C/c1ccc(Br)o1)CCCC3 | 1.4 | -3 | 2 | -8 | -2 | 0.3 | 5 | -1 | 1 | -3
COc1ccc(-c2c3c(=O)n(C)c(=O)n(C)c3cn2-c2ccccc2)cc1 | 3.3 | 6 | 4 | -14 | 0 | -0.9 | -3 | 3 | 2 | .
CC(NC(=O)c1sc2cc([N+](=O)[O-])ccc2c1Cl)C(C)(C)C (stereo not drawn) | -0.7 | 3 | 1 | 4 | -6 | -0.1 | 8 | 3 | 0 | -2
O=C(Nc1ccc(Cl)cn1)c1ccc([N+](=O)[O-])o1 | 4.0 | 1 | -1 | -26 | -1 | 0.0 | -3 | 3 | -3 | -1
O=C(CCCOc1ccccc1)NCC1CCCO1 (stereo not drawn) | -2.0 | 2 | -3 | 12 | -2 | 1.5 | 3 | 4 | -5 | -2
CCn1ccc(C(=O)Nc2sc3c(c2C(=O)OC)CCC3)n1 | 1.3 | -4 | 1 | -5 | -6 | 0.3 | -4 | -3 | 7 | -5
O=C(CCCOc1ccc(Cl)cc1Cl)Nc1ccccn1 | -1.3 | -2 | -3 | 6 | 0 | -1.3 | -14 | 5 | 0 | -2
Fc1cccc(CN2CCN(C(=S)NCCc3ccccc3)CC2)c1 | -0.5 | 0 | -2 | 3 | -1 | -0.8 | -12 | 5 | -2 | -2
O=C(OCC(=O)N1CCCC1=O)c1ccc(O)cc1O | -3.1 | -1 | -4 | 17 | 2 | -0.2 | 2 | 11 | 5 | 0
CCOC(=O)c1c(N)nn(C(=O)C(C)C)c1-c1ccc(OC)cc1 | 5.0 | -2 | 1 | -27 | -2 | 0.0 | 1 | -2 | -3 | -1
CCOc1ccc2[nH]c(=O)c(C(c3nnnn3Cc3ccco3)N3CCN(C)CC3)cc2c1 (stereo not drawn) | -3.4 | -1 | 0 | 18 | -6 | 1.2 | -3 | -1 | 0 | -2
c1ccc(CCc2cn(C[C@H]3CC[C@@H]([C@@H]4CC[C@H](Cn5cc(CCc6ccccc6)nn5)O4)O3)nn2)cc1 | -2.2 | 1 | -1 | 10 | -4 | 1.6 | 1 | -23 | -3 | -2
CCOc1ccc(CCNC(=O)CCn2nc(C)c3c(C)n(-c4ccccc4)nc3c2=O)cc1 | -1.6 | 3 | 1 | 8 | -1 | -0.6 | -7 | -10 | 5 | 6
S=C(Nc1ccc(Oc2ccccc2)cc1)NC1CCCCCC1 | 5.2 | 2 | 8 | -30 | -4 | -1.4 | 1 | -27 | 5 | -4
N#CC1=C(N)SC(N)=C(C#N)C1C1C=CCCC1 (stereo not drawn) | -2.2 | 2 | -2 | 10 | -3 | -1.5 | -8 | -9 | 1 | .
Cc1ccc(C(=O)N(c2ccccc2)C2CC(C)N(C(=O)c3ccco3)c3ccccc32)cc1 (stereo not drawn) | -1.8 | 0 | -5 | 11 | -6 | -3.1 | -6 | -23 | 6 | 1
Cn1cc(CN2CCC(N3CCNC(=O)CC3)CC2)c(-c2ccccc2F)n1 | -1.0 | 2 | 1 | 5 | -2 | 0.4 | -3 | -2 | 3 | 11
Oc1ccc(C(c2nnnn2C2CCCCC2)N2CCOCC2)cc1 (stereo not drawn) | -0.3 | 1 | 1 | 2 | -4 | 0.0 | 6 | -4 | -5 | 3
Cc1ccccc1Oc1nc2ccccc2n2cnnc12 | 0.7 | 1 | 1 | -4 | -8 | -0.7 | -4 | 11 | -1 | .
O=C(O)/C=C/c1cn(-c2ncc(C(F)(F)F)cc2Cl)c2ccccc12 | -1.3 | 2 | -3 | 8 | -2 | -0.4 | -3 | 5 | -6 | -2
COc1ccc(OC)c(C(=O)c2coc3ccc(OC(C)=O)cc23)c1 | -1.1 | -2 | 7 | 6 | -6 | 0.2 | -2 | -18 | -8 | -4
Clc1ccc(C=NN2CCCCCC2)c(Cl)c1 | -2.2 | -3 | 1 | 11 | -3 | -2.3 | 0 | -4 | -1 | .
O=C(O)c1ccc(N/N=C/c2ccc3c(c2)OCO3)cc1 | . | -3 | . | . | -1 | -1.4 | . | . | . | -7
NC(=O)c1ccc(NC(=O)COc2cccc3c2CCNC3=O)cc1 | 1.0 | -3 | 1 | -6 | -1 | -1.7 | -2 | -3 | 1 | 5
Cn1c2c(c(=O)n(C)c1=O)[C@@H]1c3c(ccc4ccccc34)OC[C@@H]1CO2 | -1.1 | 0 | -4 | 7 | 1 | 1.1 | -3 | 6 | -2 | -3
CCc1cc2cc(C(=O)Nc3ccccc3F)sc2s1 | 1.6 | -1 | 5 | -8 | 0 | 0.6 | -4 | 6 | 0 | -6
C[N+]12CCCCC1[C@@H](CO)CCC2 (stereo partly drawn) | -1.2 | -4 | 4 | 6 | -5 | 0.1 | 0 | 14 | 4 | 6
O=C(O)CNC(=O)C1(NC(=O)OCc2ccccc2)CCCC1 | 0.8 | 1 | -1 | -4 | -4 | 1.5 | -14 | 2 | 10 | -1
Cc1cccc(C2N(c3nccs3)C(=O)C3CCCN32)c1 (stereo not drawn) | -1.1 | -1 | 4 | 6 | 0 | 1.4 | -6 | 7 | 6 | -3
CC(C(=O)Nc1ccc2c(c1)OCCO2)N1CCN(C(=O)c2ccco2)CC1 (stereo not drawn) | -0.8 | 1 | -6 | 4 | 1 | 2.5 | -5 | 16 | -4 | 6
CCOc1ccc(NC(=O)CN(C)C(=O)c2cccc(S(=O)(=O)N3CCCC3)c2)cc1OCC | 1.4 | -4 | 6 | -9 | -1 | 0.7 | -12 | -4 | 4 | 1
Cc1ccc(CNC(=O)c2cn(C)c(=O)c3c2c2ccccc2n3C)o1 | -1.9 | -2 | 2 | 11 | -1 | 0.5 | -7 | -5 | 6 | .
O=C(NC1CSCC1OC(=O)c1ccccc1)c1ccccc1 (stereo not drawn) | -2.7 | 5 | -1 | 15 | -2 | 1.6 | 6 | 4 | 0 | 4

Screens deposited in PubChem by several laboratories.

This is a random part of the collection; 2.8% or so of the library scored in one or more.
